MC4R ag barr: agonists of human melanocortin 4 receptor (MC4R) beta-arrestin | activation, % at 8.9 µM | U2OS MC4R beta-arrestin complementation, luminescence; percent of melanotan II response, DMSO zero | P32245 | actives 0.98% (n = 360,000);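 active = activation above a per-plate cutoff, the mean activation of sample wells on that plate plus 3 SD, cut at about 8% in these data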
NR2F2 inh: blocks human COUP-TFII nuclear receptor. HEK293T NGFI-A luciferase reporter, luminescence. actives 0.7% (n = 370,000). AID 686940. inhibition, % at 8.6 µM;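 active = inhibition above a per-plate cutoff, mean inhibition of test wells between control levels plus 3 SD, cut at about 38% in these data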;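 note: cells cotransfected with COUP-TFII expression vector driving the NGFI-A reporter; 0% = median of COUP-TF2 test wells and 100% = reporter-only cells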
MC4R antagonist: blocks human MC4R cAMP signaling. actives 0.48% (n = 360,000). inhibition, % at 6.5 µM. P32245. MC4R-expressing cells, MTII-stimulated cAMP, LANCE TR-FRET;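 active = inhibition above its plate's cutoff, the mean of tested wells on that plate plus 3 SD, cut at about 29% in these data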;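 note: 0% = Melanotan II alone and 100% = Melanotan II plus saturating MCL0020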
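Material: human MC4R-expressing U2OS cells. Probe or stimulus: Melanotan II challenge. Dosing: 6.5 µM single dose. Times: 30-min compound, 1-h challenge, 1-h detection, room temperature. Technique: TR-FRET with Eu-cAMP and labeled anti-cAMP, 671 nm. Replication: singlicate.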
TLR9-MyD88 block: blocks human TLR9 binding to MyD88; CHO BLA complementation TLR9-MyD88, CCF4 FRET ratio; AID 504734; actives 0.21% (n = 340,000); Q9NR96+Q99836; inhibition, % at 4.98 µM;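 active = inhibition above the mean over all tested compounds plus 3 SD, cut at about 21% in these data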;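 note: 0% = DMSO only wells and 100% = clavulanate BLA inhibitor control wells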
EBV LMP1 NFkB: Epstein-Barr LMP1 NF-kappaB reporter inhibition. actives 0.69% (n = 350,000). inhibition, % at 12.5 µM. LMP1-induced NF-kappaB luciferase reporter cells, luminescence; in the data active = inhibition above about 41%;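 note: 0% = neutral control wells and 100% = reference inhibitor control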
NR5A2 inv ag: NR5A2 inverse agonism in reporter assay; O00482; HEK293T StAR-luciferase reporter, LRH-1 transfected, 24 h; inhibition, % at 3.6 µM; actives 0.13% (n = 360,000); AID 602396;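 active = inhibition above the mean inhibition of all tested compounds plus 3 SD, cut at about 73% in these data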;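 note: 0% = DMSO wells and 100% = reporter-only cells lacking LRH-1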
Target sequence (O00482 whole entry, looked up): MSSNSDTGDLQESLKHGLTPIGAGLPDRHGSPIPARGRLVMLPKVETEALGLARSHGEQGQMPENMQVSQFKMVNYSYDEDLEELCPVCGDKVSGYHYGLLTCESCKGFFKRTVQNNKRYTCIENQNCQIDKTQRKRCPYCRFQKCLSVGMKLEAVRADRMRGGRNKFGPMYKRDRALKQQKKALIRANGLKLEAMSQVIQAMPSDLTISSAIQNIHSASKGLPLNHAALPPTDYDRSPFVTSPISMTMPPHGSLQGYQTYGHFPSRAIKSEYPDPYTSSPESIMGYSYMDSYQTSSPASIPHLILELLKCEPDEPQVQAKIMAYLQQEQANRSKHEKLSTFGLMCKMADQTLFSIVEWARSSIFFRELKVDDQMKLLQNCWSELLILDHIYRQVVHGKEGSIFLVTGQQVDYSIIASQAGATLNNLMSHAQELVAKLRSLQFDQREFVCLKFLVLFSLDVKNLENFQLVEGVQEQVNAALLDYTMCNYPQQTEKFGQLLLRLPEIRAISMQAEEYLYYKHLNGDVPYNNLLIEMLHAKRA
SRC1 inh: inhibitors of human steroid receptor coactivator 1 (SRC1) | Q15788 | HEK293 GAL4-SRC1 luciferase reporter, luminescence | inhibition, % at 3.6 µM | actives 0.12% (n = 360,000);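 active = inhibition above the campaign mean plus 3 SD, with each screening campaign given its own cutoff, cut at about 60% in these data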;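 note: 0% = DMSO treated cells and 100% = gossypol at 36 µM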
NOD2-RIPK2 inh: NOD2-RIPK2 protein interaction inhibition; CHO BLA complementation NOD2-RIPK2, CCF4 ratio; inhibition, % at 4.98 µM; actives 0.38% (n = 360,000); in the data active = inhibition above about 21%;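 note: 0% = vehicle only and 100% = reference blocker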
Target sequence (O43353 whole entry, looked up): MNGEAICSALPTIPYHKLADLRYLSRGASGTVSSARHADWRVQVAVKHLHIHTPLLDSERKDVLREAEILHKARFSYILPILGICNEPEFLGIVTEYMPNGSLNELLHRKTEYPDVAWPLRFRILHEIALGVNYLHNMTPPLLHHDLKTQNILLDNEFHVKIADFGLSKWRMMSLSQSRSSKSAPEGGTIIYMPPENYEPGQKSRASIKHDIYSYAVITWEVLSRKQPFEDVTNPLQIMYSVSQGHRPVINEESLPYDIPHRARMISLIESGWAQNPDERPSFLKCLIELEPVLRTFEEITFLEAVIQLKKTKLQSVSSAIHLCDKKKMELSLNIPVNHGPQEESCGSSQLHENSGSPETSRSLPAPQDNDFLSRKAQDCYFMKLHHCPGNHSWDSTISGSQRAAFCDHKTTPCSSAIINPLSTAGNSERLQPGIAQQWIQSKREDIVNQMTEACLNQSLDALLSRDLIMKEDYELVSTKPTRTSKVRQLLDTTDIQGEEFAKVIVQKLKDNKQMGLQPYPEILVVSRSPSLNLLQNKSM
SRC2 inh: human SRC2 (NCOA2) inhibition; Q15596; actives 0.17% (n = 370,000); AID 651957; inhibition, % at 9 µM; HEK293 GAL4-SRC2 luciferase reporter, luminescence;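 active = inhibition above the mean inhibition of all tested compounds plus 3 SD, set per campaign, cut at about 52% in these data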;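 note: 0% = DMSO treated cells and 100% = cells given Gossypol at 36 µM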
ABHD5-PLIN5 inh: blocks binding of human ABHD5 to perilipin-5 | actives 0.78% (n = 360,000) | Split G. princeps luciferase complementation, luminescence, 4 h | inhibition, % at 4 µM | Q00G26+Q8WTS1 | AID 602281;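 active = inhibition above the mean inhibition across every tested compound plus 3 SD, cut at about 22% in these data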;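 note: 0% = DMSO only wells and the 100% control is not disclosed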
SRC3 inh: human NCOA3 inhibition. Q9Y6Q9. HEK293 GAL4-SRC3 luciferase reporter, luminescence. inhibition, % at 3.6 µM. actives 0.17% (n = 360,000). AID 588352;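 active = inhibition above a per-campaign cutoff, the mean of all compounds plus 3 SD, cut at about 60% in these data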;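 note: 0% = DMSO-treated cells and 100% = gossypol-treated cells at 36 µM; higher means less SRC3-driven luciferase light from the GAL4 reporter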
An asterisk follows results filed as active; · = no result given. These rows are one share of the data; rates above refer to the full screens.

SMILES	MC4R ag barr	NR2F2 inh	MC4R antagonist	TLR9-MyD88 block	EBV LMP1 NFkB	NR5A2 inv ag	SRC1 inh	NOD2-RIPK2 inh	SRC2 inh	ABHD5-PLIN5 inh	SRC3 inh
O=C(NCc1ccc(Cl)c(Cl)c1)c1cccnc1	-1.1	-3	8	-3	-7	14	-1	8	-12	-1	19
COc1cccc(OCCOCC(O)CN2CCN(Cc3ccc(Cl)cc3)CC2)c1 (stereo not given)	-1.3	0	7	-1	4	-5	7	3	15	5	9
O=C(Nc1ccccc1F)c1cc2nc(C(F)F)cc(C(F)F)n2n1	-0.1	-15	5	-3	-17	-64	-39	-8	-46	-3	-43
Cc1nc(-c2ccccc2)nn1-c1ccc([N+](=O)[O-])cc1	0.1	-51	-9	·	·	-38	-39	-17	-105	4	-56
N#CCCCC#Cc1ccc2c(c1)COc1c3ccccc3nn1-2	-1.7	9	-5	-6	-5	-71	-18	-14	33	-2	-16
CSc1ccc(/C=C(/NC(=O)c2ccc(C)cc2)C(=O)Nc2cccc(F)c2)cc1	-0.7	-2	15	1	7	12	9	5	-42	-1	6
CCOC(=O)C1CCN(C(=O)COc2ccc(S(=O)(=O)NC(C)C)cc2Cl)CC1	0.1	8	13	1	5	-14	-22	1	18	-6	-22
C/C(=N\NC(=O)Cc1cccn1C)c1ccc2ccccc2c1	-0.6	2	-4	-2	-7	23	-13	-6	-26	3	-6
CC(C)CC1C(=O)N(Cc2cn(CCC3OCCO3)nn2)CCS(=O)(=O)N1Cc1ccc(-c2ccccc2)cc1 (stereo not given)	-1.5	6	19	-8	9	-1	10	-1	-32	10	3
Cc1cccc2c(C(=O)N3CCN(c4ccccn4)CC3)cc(-c3cccc(Br)c3)nc12	0.0	7	0	-8	4	17	-4	5	22	-3	0
N/C(CN1CCSCC1)=N\OCc1c(F)cccc1Cl	-3.2	8	3	-7	-13	-5	-2	-7	-22	7	16
COc1cccc(-c2nnc(NC(=O)c3ccc(S(=O)(=O)N4CC(C)OC(C)C4)cc3)o2)c1 (stereo not given)	-1.7	-1	1	2	33	-3	-13	-11	-6	2	-12
CN(C)Cc1c(O)ccc2c(=O)c(-c3ccccc3Cl)coc12	-0.1	18	5	2	-5	-9	6	9	-39	3	-30
Cc1c(NS(=O)(=O)c2cc(C(=O)N3CCCC(C)C3)ccc2Cl)c(=O)n(-c2ccccc2)n1C (stereo not given)	-1.0	9	3	-10	13	6	8	-4	-16	7	-1
CCc1nc2ccc(C(=O)NCCOc3ccc(OC)cc3)cn2c1N(CC)CCOC	0.0	15	4	·	·	13	20	-3	13	1	6
O=C(O)c1cc(-c2ccccn2)n[nH]1	-1.8	11	-3	-4	1	6	-1	-9	10	-1	-11
COc1ccc(N(CCCN2C(=O)c3cccc4cccc(c34)C2=O)C(=O)c2ccncc2)cc1	7.5	17	-25	-4	-6	9	-9	6	-19	3	-14
O=C(NCc1cccs1)C1CC(c2ccccc2O)=NO1 (stereo not given)	-1.7	-19	-19	3	8	-15	-5	-3	-54	-3	-14
CC(C)NC(=O)COC(=O)c1ccc(Cl)c(S(=O)(=O)N2CCCC2)c1	-2.4	7	3	-3	0	6	-6	-11	8	1	25
CCOC(=O)c1ccc(Nc2cnc3ccccc3n2)cc1	3.5	-17	-1	9	-44	-120	-68	2	-58	2	-77
COc1ccc(OC(C)C(=O)NC2CCCCCC2)cc1 (stereo not given)	0.4	-10	0	-5	5	-7	4	8	6	-5	-3
CCc1ccc(NC(=O)C/C(C)=N/NC(=O)COc2ccccc2C)cc1	-2.8	21	0	-6	-14	-19	-12	9	-9	4	-4
Brc1ccc(C2CC(c3ccccc3)=Nc3ccccc3N2)cc1 (stereo not given)	-2.0	-50	1	0	-4	-139	-91	7	-7	10	-86
CC(Sc1nc(-c2ccccc2)cc(=O)[nH]1)C(=O)O (stereo not given)	2.5	10	6	-11	3	-9	-1	6	2	-6	-13
Nc1nc(CN2CCN(c3ccccc3F)CC2)nc(Nc2ccccc2)n1	3.9	19	1	2	6	9	-5	-6	5	0	-23
SMILES	MC4R ag barr	NR2F2 inh	MC4R antagonist	TLR9-MyD88 block	EBV LMP1 NFkB	NR5A2 inv ag	SRC1 inh	NOD2-RIPK2 inh	SRC2 inh	ABHD5-PLIN5 inh	SRC3 inh
Cc1ccc(Cl)cc1NC(=O)COC(=O)CC1CCCCC1	1.8	-14	-5	2	2	-19	-5	0	1	15	-2
CC1CCN(C(=O)CN(c2ccc(Cl)c(C(F)(F)F)c2)S(C)(=O)=O)CC1	-0.4	7	3	-5	-5	-1	-11	-8	-28	-4	18
COc1ccc(C2SCC(=O)N2c2c(C)n(C)n(-c3ccccc3)c2=O)cc1 (stereo not given)	0.0	0	-1	-2	1	11	-4	-6	0	-1	10
Nn1c(SCC(=O)N2CCN(S(=O)(=O)c3ccccc3)CC2)nnc1-c1cccs1	-3.1	-3	11	-2	-1	8	-13	3	-4	0	-20
COc1cc(C2C(C(=O)c3ccco3)=C(O)C(=O)N2CC2CCCO2)ccc1O (stereo not given)	-0.1	16	8	8	-8	-3	-8	10	-2	7	-4
O=C(NCC1CCCO1)c1ccc2c(c1)N(Cc1ccccc1)C(=O)CS2=O (stereo not given)	-1.4	3	14	-2	-1	0	-7	-3	-2	6	-5
CC1=NNC(=O)C1Cc1ccccc1C (stereo not given)	0.5	9	0	1	-4	4	14	2	0	2	-12
O=C(CCN1C(=O)c2ccccc2S1(=O)=O)N1CCN(c2ccc(F)cc2)CC1	-2.4	8	11	4	0	-12	0	0	1	-2	-4
O=C(Nc1ccccc1Sc1ccccc1)c1ccccc1F	-0.2	-26	0	-2	-4	-12	-8	-8	-46	-7	7
CCOC(=O)c1cnc(-n2nc(C)cc2C)nc1NCCc1ccccc1	1.1	48*	4	-2	19	2	11	5	2	2	25
O=C(NCCCCCCNC(=O)c1cccs1)c1cccs1	0.1	-14	3	-14	0	-16	-15	5	7	0	-9
Cc1ccc(S(=O)(=O)NCC(=O)NCc2cc(=O)n(C)c(=O)n2C)cc1C	-1.4	-2	17	4	-7	-26	14	-4	-9	4	-1
CCOc1ccc(S(=O)(=O)N(C)c2ccc(OCC(=O)N3CCOCC3)cc2)cc1	-0.2	-12	0	-4	-13	3	7	10	-6	-1	-3
COc1ccc(NS(=O)(=O)c2cnc[nH]2)cc1	-0.3	-5	8	-5	-5	-12	-3	-10	-5	5	14
CC1CCN(S(=O)(=O)c2cccc(C(=O)NNC(=O)c3ccco3)c2)CC1	-1.4	9	-2	6	-7	2	-4	0	-6	-3	13
CCC(C)NC(=O)C1CCC(CNS(=O)(=O)c2cccc3nsnc23)CC1 (stereo not given)	-1.6	·	2	15	-3	-1	-6	-5	·	-5	-6
CC1(C)Cc2c(c(-c3ccco3)[nH]c(=O)c2C#N)CS1	-3.4	-2	10	-7	1	13	-18	0	-10	8	1
O=C(O)c1sccc1SCc1ccc(Cl)cc1Cl	-3.2	7	3	4	2	-21	-5	-8	-5	3	6
O=C1OCC2=C1C(c1ccc3c(c1)OCO3)Sc1ccccc1N2 (stereo not given)	-1.4	21	-1	-4	-1	8	7	-8	13	-5	12
O=C(NNC(=S)Nc1ccc(F)cc1)c1cccc([N+](=O)[O-])c1	-0.3	-3	10	4	6	-23	0	-2	8	0	11
COC(CNC(=O)CCc1c(C)nc2c(c(C)nn2-c2ccc(C)cc2)c1C)OC	2.3	-21	22	-12	6	-17	17	0	-20	-1	-12
Cc1c(Cl)cccc1NC(=S)N1CCCN(Cc2ccc(F)cc2)C1	-1.2	-25	4	-1	1	10	17	1	-18	11	0
CCC(C)CN1C(=O)CN(S(C)(=O)=O)CC1(C)C(=O)NC(C)C (stereo not given)	·	4	·	·	·	14	·	-15	-3	5	·
COc1cccc(CN(C(=O)CN2C(=O)c3ccccc3S2(=O)=O)C(C(=O)NCC2CCCO2)c2ccco2)c1 (stereo not given)	-1.2	5	1	1	-10	-9	-10	-8	3	-3	-4
Cc1cc(C)c(S(=O)(=O)Oc2ccccc2[N+](=O)[O-])c(C)c1	-1.0	8	-8	-8	7	5	0	-2	-22	-8	-2

Among those listed so far, these have bromine.
SMILES	MC4R ag barr	NR2F2 inh	MC4R antagonist	TLR9-MyD88 block	EBV LMP1 NFkB	NR5A2 inv ag	SRC1 inh	NOD2-RIPK2 inh	SRC2 inh	ABHD5-PLIN5 inh	SRC3 inh
Cc1cccc2c(C(=O)N3CCN(c4ccccn4)CC3)cc(-c3cccc(Br)c3)nc12	0.0	7	0	-8	4	17	-4	5	22	-3	0
Brc1ccc(C2CC(c3ccccc3)=Nc3ccccc3N2)cc1 (stereo not given)	-2.0	-50	1	0	-4	-139	-91	7	-7	10	-86

(further entries)
SMILES	MC4R ag barr	NR2F2 inh	MC4R antagonist	TLR9-MyD88 block	EBV LMP1 NFkB	NR5A2 inv ag	SRC1 inh	NOD2-RIPK2 inh	SRC2 inh	ABHD5-PLIN5 inh	SRC3 inh
Cn1c2ccccc2c(=O)c2cc(NCCCN3CCOCC3)ccc21	-1.3	-94	-8	-18	-50	-110	-66	-4	-130	-3	-86
CCn1cnc2cc([N+](=O)[O-])ccc21	-0.6	-5	-6	-9	-6	3	-6	-11	-1	0	13
Cc1ccc(S(=O)(=O)NCCOc2nc(N(C)C)nc(N3CCOCC3)n2)cc1	1.2	-8	16	5	-2	-3	4	-6	-10	-1	13
CCCCSc1nc(C)c(CC(=O)OC)c(=O)[nH]1	0.8	1	12	4	-4	-16	2	0	3	3	19
Cc1ccc(C)c(-n2c(CNC(=O)c3ccco3)nnc2SCC(=O)Nc2nnc(C)s2)c1	-0.2	-20	2	3	0	9	-18	4	4	0	-5
COCCSc1ccccc1C(=O)NCCCn1ccnc1	-1.3	2	5	-8	2	16	9	-12	-11	-14	22
COc1ccccc1CC(=O)N1CCN(c2ccc(F)cc2)CC1	-2.9	8	5	1	3	6	-18	-10	8	-1	24
O=C1NC(=Nc2ccc(Cl)cc2)SC1Cc1cccc(Cl)c1Cl (stereo not given)	4.3	7	15	2	-8	11	-4	-4	-23	3	12
Cc1c(C(=O)N2CCN(C)CC2)oc2ccc(Br)cc12	-1.1	-24	2	-1	-16	-45	-38	-8	-14	-1	-52
Cn1c2c(c3cc([N+](=O)[O-])ccc31)CCCC2	0.0	-10	3	-1	11	-22	-1	-19	5	2	-3
C=CCN(c1ccccc1)S(=O)(=O)c1cccc(C(=O)O)c1	2.1	-2	-5	9	-6	-8	-12	-2	-19	-5	5
CC(C)(C)c1cc(C(=O)O)n[nH]1	-1.8	-1	3	0	-2	-3	-2	11	3	1	19
O=C(NCCc1ccccc1)C(NS(=O)(=O)c1cccc2nsnc12)c1ccccc1 (stereo not given)	-3.0	14	4	2	-11	23	9	-9	-2	10	4
O=C1COc2ccc(C(=O)COC(=O)/C=C/c3ccco3)cc2N1	1.1	·	-5	-7	5	-17	0	-2	·	8	-3
CCOc1ccc(S(=O)(=O)N2CCN(c3ccc(C)cc3C)CC2)cc1	0.7	5	-5	15	5	-25	-12	7	8	-1	7
COC(=O)c1sccc1NC(=O)CCC1CCCC1	11*	-6	6	-3	1	-24	-7	-5	7	-3	-11
